AddAB inh: less growth of phage-infected E. coli with AddAB; inhibition, % at 11.9 µM; 330,000 tested, 0.29% active; E. coli expressing H. pylori AddAB, absorbance growth; in the data active = inhibition above about 12%;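 also: 0% = vehicle wells of infected cells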
HTR5A inv ag: inverse agonist of human HTR5A in OPRM1-OPRD1 counter-screen | HTR5A cell line, luminescence, inverse agonism | P47898 | AID 504634 | 340,000 tested, 0.083% active | inhibition, % at 9.3 µM; in the data active = inhibition mostly above about 23%, no sharp cut-off; inactive = mostly below about 18%;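 also: 0% = cells with DMSO and 100% = no-cell wells with DMSO; some compounds called inactive have numbers as strong as hits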
SUMO Mot1 rescue: blocks SUMOylation pathway, rescuing yeast Mot1-301 growth; S. cerevisiae Mot1-301 growth rescue, ATP luminescence, 38.5C; percent above DMSO median, 100 means doubled; growth rescue, % at 18.8 µM; 320,000 tested, 1% active; AID 2716;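 active = every valid replicate shows activation above 250% relative to neutral control wells; inactive = the rest, any valid replicate at or below 250%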;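 also: OY570 slx delta 5 strain wells were the positive control but not used for scaling; some compounds called inactive have numbers as strong as hits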
Ecoli viability: reduces bacterial viability in AddAB counter-screen | E. coli V3065 growth, OD600 absorbance, 18 h | inhibition, % at 11.9 µM | 330,000 tested, 0.27% active | AID 449728;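 active = inhibition above the campaign's mean inhibition across all tested compounds plus 3 SD, cut at about 9.9% in these data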;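 also: uninfected addAB+ strain grown without phage in ampicillin broth; 0% = DMSO wells and 100% = ciprofloxacin 0.95 µg/ml wells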
PfHsp90 yeast 2: reduces growth (ATP signal) of yeast expressing P. falciparum Hsp90; S. cerevisiae expressing PfHsp90, BacTiter-Glo ATP, 48 h; yeast lacking PDR1 and PDR3 efflux regulators; inhibition, % at 9.4 µM; 310,000 tested, 0.32% active; AID 504621;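 active = every replicate shows inhibition above about 80%, whatever the replicate mean, limit read from the data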;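 also: 0% = DMSO neutral controls and 100% = 20 µM radicicol positive controls; yeast relying on Plasmodium falciparum Hsp90 in place of its own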
DSG3 Ab inh: blocks pemphigus antibody binding to human desmoglein-3. DSG3-coupled beads, scFv-anti-DSG3-GFP binding, flow cytometry; hits give low values. binding (percent of control), % at 10 µM. 310,000 tested, 0.48% active;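 active = binding more than 3 SD below its plate's average and above zero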;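 also: hits lower antibody fragment binding to DSG3; some compounds called inactive have numbers as strong as hits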
Target sequence (P32926 whole entry, looked up, the tested form may be a part): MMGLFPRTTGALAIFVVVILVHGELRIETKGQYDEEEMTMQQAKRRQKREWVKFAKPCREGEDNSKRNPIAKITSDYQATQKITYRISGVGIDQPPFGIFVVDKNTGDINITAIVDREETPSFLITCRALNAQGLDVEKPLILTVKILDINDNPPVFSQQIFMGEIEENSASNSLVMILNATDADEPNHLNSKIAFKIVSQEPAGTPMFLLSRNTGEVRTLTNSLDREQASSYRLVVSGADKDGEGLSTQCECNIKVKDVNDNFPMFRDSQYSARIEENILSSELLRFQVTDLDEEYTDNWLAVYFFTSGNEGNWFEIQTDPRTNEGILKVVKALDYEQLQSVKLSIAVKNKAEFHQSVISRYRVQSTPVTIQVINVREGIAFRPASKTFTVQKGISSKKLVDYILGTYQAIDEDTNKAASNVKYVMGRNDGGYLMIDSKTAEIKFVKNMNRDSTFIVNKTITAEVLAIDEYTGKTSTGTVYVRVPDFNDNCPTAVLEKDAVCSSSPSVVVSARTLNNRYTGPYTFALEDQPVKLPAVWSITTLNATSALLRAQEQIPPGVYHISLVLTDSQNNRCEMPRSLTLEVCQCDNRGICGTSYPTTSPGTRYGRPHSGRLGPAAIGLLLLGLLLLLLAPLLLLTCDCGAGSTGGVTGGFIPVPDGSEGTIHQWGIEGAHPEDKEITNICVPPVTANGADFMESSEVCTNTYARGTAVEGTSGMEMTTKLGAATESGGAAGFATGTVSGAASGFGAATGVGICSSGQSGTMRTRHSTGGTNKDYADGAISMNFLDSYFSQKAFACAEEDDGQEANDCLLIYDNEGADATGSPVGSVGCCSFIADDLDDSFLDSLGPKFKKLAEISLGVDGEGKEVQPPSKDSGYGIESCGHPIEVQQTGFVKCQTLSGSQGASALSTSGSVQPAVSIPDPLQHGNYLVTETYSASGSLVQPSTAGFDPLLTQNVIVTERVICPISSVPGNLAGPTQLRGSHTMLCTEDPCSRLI
phage Ecoli inh: E. coli growth loss with phage present; growth absorbance; inhibition, % at 11.9 µM; 360,000 tested, 0.26% active; AID 651602; in the data active = inhibition above about 11%
PKA-R1A activ: activates the PKA-R1A holoenzyme complex | P00514+P68181 | PKA-R1A dissociation, Cy5-IP20 fluorescence polarization; scaled: DMSO 0%, 113 µM cGMP 100% | activation, % at 11.4 µM | 340,000 tested, 0.083% active;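 active = percent activation above the mean of all tested compounds plus 3 SD, cut at about 19% in these data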;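 also: higher means more PKAc released from R1A so a rise in polarization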
HTR5A ag ctr: counter-screen for OPRM1-OPRD1 agonists: human HTR5A agonism. P47898. HTR5A agonist assay, luminescence, cell-based. activation, % at 9.3 µM. 340,000 tested, 0.61% active. AID 504692; in the data active = activation mostly above about 9.5%, no sharp cut-off; inactive = mostly below about 7.6%;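 also: 0% = cells with vehicle only and 100% = reference agonist; strong numbers were not always called active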
OPRM1-OPRD1 ag: agonists of human mu-delta opioid receptor heterodimerization; P35372+P41143; cells, OPRM1-OPRD1 heterodimerization, luminescence; activation, % at 9.3 µM; 340,000 tested, 0.3% active; in the data active = activation above about 18%;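 also: 0% = vehicle-treated cells and 100% = reference agonist; values of inactives mirror those of a sister screen read the other way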
MOR-DOR inv ag: inverse agonist of human OPRM1-OPRD1 heterodimerization. P35372+P41143. cell-based MOR-DOR heterodimer luminescence, inverse agonism. inhibition, % at 9.3 µM. 340,000 tested, 0.21% active. AID 504357; in the data active = inhibition above about 22%, passing the limit was not always enough;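 also: 0% = cells with DMSO and 100% = wells without cells with DMSO; values of inactives mirror those of a sister screen read the other way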
Starred values were filed as active, the others as inactive; i = inactive; x = no result given.

Compound	AddAB inh	HTR5A inv ag	SUMO Mot1 rescue	Ecoli viability	PfHsp90 yeast 2	DSG3 Ab inh	phage Ecoli inh	PKA-R1A activ	HTR5A ag ctr	OPRM1-OPRD1 ag	MOR-DOR inv ag
COC(=O)c1sc(NC(=O)CSc2nc3nc(C)cc(C)n3n2)c(C(=O)OC)c1C	1.2	10	25	2.3	10	94	3.2	-3	9	-0.2	1
Cc1ccc(NC(=O)c2ccc3nc(N4CCOCC4)sc3c2)c(Cl)c1	-0.7	-33	104	-1.5	-22	100	3.0	0	12	1.0	-5
O=C(O)c1cc(O)ccc1NC(=O)c1cccc2ccccc12	-0.7	-24	16	1.6	-13	105	3.3	0	8	0.1	-1
CC(C)N(Cc1nccn1C)C(=O)c1cc(COc2ccc(-n3cncn3)cc2)on1	2.0	5	290	0.3	20	116	3.1	4	8	1.7	-9
CN(C)c1nc(N)c(C(=O)N=C(N)N)nc1Cl	0.5	-3	-4	1.3	-26	123	4.1	13	4	-2.0	11
Nc1cc2nc3ccccc3oc-2cc1=O	-0.7	21	-11	-4.7	-139	117	2.0	-10	11	11	-54
COc1ccc(S(=O)(=O)N2CCCCCC2)cc1C(=O)N(C)CC(=O)Nc1ccccc1C(F)(F)F	-1.1	12	-4	-0.9	4	100	7.2	-14	-4	-1.3	5
CC(=O)c1cccc(NC(=O)c2ccccc2N(Cc2ccccc2)S(C)(=O)=O)c1	1.5	16	1	-1.8	-6	129	0.7	1	-5	-3.5	17
CCN(CC)CCNC(=O)c1ccc(CS(=O)(=O)c2ccccc2C)o1	-0.6	-7	-10	0.4	-4	104	0.2	-5	2	0.0	0
Cc1cc(CNC(=O)CC2C(=O)NCCN2Cc2ccccc2C(F)(F)F)on1 (stereo unspecified)	-1.0	-33	14	-0.4	15	103	2.8	4	4	-3.8	19
Cc1ccc(NNC(=O)c2c(F)cccc2Cl)cc1Cl	0.0	6	-45	1.0	-13	x	0.9	-3	1	-2.2	11
O=C(Nc1cccc(S(=O)(=O)N2CCCCCC2)c1)c1ccc2c(c1)OCO2	6.2	13	1	1.4	-9	90	2.2	9	4	5.1	-26
Cc1noc(C)c1CSCC(=O)Oc1ccc(N(C)S(=O)(=O)c2ccc(Cl)cc2)cc1	-2.2	-8	3	-0.4	x	91	2.9	0	3	-1.2	6
CCOc1ccccc1NC(=O)c1cccc(NC2=NC3CS(=O)(=O)CC3S2)c1 (stereo unspecified)	5.2	-4	-7	1.5	1	105	0.6	-20	-1	-1.9	11
Cc1cc(C)cc(NC(=S)NCCCO)c1	-0.4	16	8	-1.7	-19	103	1.7	-3	-5	-1.6	8
CN1CC(=O)Nc2ccc(Br)cc2C1=O	3.5	14	3	-1.2	21	59	-1.4	9	-4	-3.0	14
CCOC(=O)c1cccc(NC(=O)c2cccnc2)c1	1.4	10	-2	0.3	x	103	2.4	-2	2	-1.1	6
O=c1[nH]c2ccccc2n2c(-c3ccccc3)nnc12	4.1	-5	6	-1.5	2	100	-0.9	-11	3	1.2	-5
COc1cc(C(=O)Nc2cc(C)nn2-c2ccccc2)cc(OC)c1OC	1.4	6	118	-1.1	10	x	0.1	-2	-2	1.0	-8
Cc1cccc(C2=NN(c3ccccc3)[C@H](CO)[C@H]2c2ccc(F)cc2)c1	2.2	14	x	2.3	-22	105	2.6	3	-4	5.7	-27

Remaining list, next part:
Compound	AddAB inh	HTR5A inv ag	SUMO Mot1 rescue	Ecoli viability	PfHsp90 yeast 2	DSG3 Ab inh	phage Ecoli inh	PKA-R1A activ	HTR5A ag ctr	OPRM1-OPRD1 ag	MOR-DOR inv ag
Cc1ccc(C(=O)NC2CC(C)(C)NC(C)(C)C2)cc1S(=O)(=O)N1CCCCC1	-0.2	13	-5	0.9	-25	103	3.3	-8	-5	-1.6	11
COC(=O)[C@H](CCSC)NC(=O)Cn1ccc(NC(=O)OCc2ccccc2)nc1=O	1.4	18	0	-0.4	35	103	1.6	-2	1	-0.3	2
CSCCC(NC(=O)c1ccccc1Cl)C(=O)Nc1ccncc1 (stereo unspecified)	x	13	x	x	x	108	1.0	1	5	-0.3	2
COc1ccccc1NC(=O)C(=N\O)/C(C)=N/O	2.0	-7	-4	0.2	21	106	2.0	-10	4	-1.0	5
COCCCC1CCN(C(=O)C2CCC(=O)N(CCc3ccccc3)C2)CC1 (stereo unspecified)	1.6	-19	-10	-0.4	x	96	2.6	-10	8	-3.8	19
C=CCn1c(=NC(=O)c2ccc(S(=O)(=O)N3CCc4ccccc4C3)cc2)sc2cc(S(N)(=O)=O)ccc21	0.2	-2	3	1.2	0	102	1.7	-8	1	-1.9	10
Cc1c(NC(=O)C(C)N2CC(C)OC(C)C2)c(=O)n(-c2ccccc2)n1C (stereo unspecified)	-0.9	6	3	0.9	x	98	3.3	1	-2	1.1	-5
CC1=CC(=NOC(=O)/C=C/c2ccccc2)C=C(C)C1=O	2.0	-3	-24	-0.7	x	108	1.1	6	1	2.3	-12
Fc1cccc(-c2cc3nc(-c4ccccc4)cc(N4CCC5(CC4)OCCO5)n3n2)c1	1.9	11	54	2.6	-25	107	0.1	-10	5	-1.7	7
Cc1cccc(-c2noc(CN(C)C(=O)COc3ccccc3)n2)c1	-0.4	2	-10	-0.2	-3	110	-1.5	2	-1	0.1	-1
Cc1ccc(C2=NN(Cc3nnc(-c4ccccc4)o3)C(=O)SC2)cc1	0.5	2	1	1.9	-31	x	0.1	2	-4	-0.6	3
O=C(NCCN1CCOCC1)c1ccc(CS(=O)c2ccccc2Cl)o1 (stereo unspecified)	6.4	5	-23	0.3	0	100	2.2	-8	2	-3.6	18
O=C(NC(=S)N1CCN(Cc2ccccc2)CC1)c1ccccc1	-2.4	28	424	-0.8	0	78	1.4	-6	-2	-2.2	11
c1ccc2oc(Cc3ccc(Cc4nc5ccccc5o4)cc3)nc2c1	2.0	-8	-4	-1.4	18	x	1.5	-3	3	1.0	-6
COc1cccc(CNC(=O)CSc2nnc3c(n2)[nH]c2ccccc23)c1	2.0	-1	-5	2.4	-6	x	-0.2	5	-1	-1.6	10
O=[N+]([O-])c1ccc(OCC(O)CNC2CCCC2)cc1 (stereo unspecified)	1.9	4	-1	2.8	7	96	1.4	2	-1	-4.0	21
Cc1cc(C)c(C)c(S(=O)(=O)NCCCn2ccnc2)c1C	3.3	-13	141	-0.8	-8	98	0.8	-13	3	-1.1	5
COc1ccccc1-n1c(-c2ccc(F)cc2)coc1=O	-1.0	-8	-11	-2.2	-10	104	x	-6	2	-1.5	7
CC(=O)c1ccc(NC(=O)C2(c3ccccc3)CC2(Cl)Cl)cc1 (stereo unspecified)	-1.8	-3	-12	-3.5	10	x	1.8	3	1	-0.8	4
CC(C)Cn1c(CN2C(=O)c3ccccc3C2=O)nc2ccccc2c1=O	3.9	-8	-13	0.5	-14	x	2.1	-3	4	-3.4	14

Further structures follow.
Compound	AddAB inh	HTR5A inv ag	SUMO Mot1 rescue	Ecoli viability	PfHsp90 yeast 2	DSG3 Ab inh	phage Ecoli inh	PKA-R1A activ	HTR5A ag ctr	OPRM1-OPRD1 ag	MOR-DOR inv ag
COc1ccc(/C=C/C(=O)OCC(=O)c2ccc3c(c2)NC(=O)CO3)cc1	0.3	-28	-12	0.8	6	91	-1.3	-1	6	-0.3	1
COc1ccc(OC)c(-c2cc(C(=O)N/N=C(\C)c3cccnc3)c3ccccc3n2)c1	x	6	2	x	-4	106	2.2	-10	-1	0.6	-2
CCN(CC)CCn1c(=S)[nH]c2ccc(Cl)cc2c1=O	1.3	-3	8	-0.7	-7	98	2.8	4	1	0.0	0
O=C(CSc1nnc(CCc2ccccc2)n1-c1ccc(Cl)cc1)c1ccccc1	-0.2	-2	22	1.8	-9	126	2.0	-10	-1	4.2	-22
O=C(CSc1ccc(-c2nc3ccccc3[nH]2)cn1)Nc1ccc2c(c1)OCCO2	2.5	-2	-18	-2.1	-21	88	x	0	3	-0.8	5
COc1ccc(OC)c(/C=C2\SC(=S)N(N3CCOCC3)C2=O)c1	-0.3	-12	-13	-0.7	20	x	0.7	-6	5	-3.7	18
CN1CCN(/C=N/c2c(C#N)cnn2Cc2ccccc2)CC1	-0.3	-15	1	-1.9	x	111	2.8	2	6	-2.5	12
NC(=O)SCC(=O)Nc1ccc(Cl)c(Cl)c1	0.2	-27	i	-3.0	-1	103	0.2	2	10	8.0	-40
S=c1[nH]nc(-c2ccccc2)n1/N=C/C=C/c1ccco1	-1.9	5	1	0.3	-4	127	4.4	-3	-5	-0.4	2
COc1ccc(C(=O)N/N=C/c2ccc(OC)c(OS(=O)(=O)c3ccccc3)c2)cc1	1.8	8	176	-0.2	-1	107	4.5	-4	1	1.3	-10
Cc1onc(-c2c(F)cccc2Cl)c1C(=O)ONC(=O)c1ccco1	-0.8	21	7	-0.8	9	118	0.0	4	-1	-2.4	12
O=C(COC(=O)COc1ccc(Cl)cc1)NC1CCCCCC1	x	-7	x	x	x	115	-0.8	-2	2	0.9	-6
Cc1ccc2c(c1)-c1cc(C)ccc1C2=O	x	-16	x	x	-18	122	4.2	-6	4	3.5	-18
O=[N+]([O-])c1cc(Br)c(O)c(/C=N/Nc2nc3ccccc3s2)c1	x	-3	x	x	-13	39	2.0	-5	1	-2.4	12
COc1ccc(N2CCN(C(=O)CN3C(=O)NC(C)(C4CC4)C3=O)CC2)cc1 (stereo unspecified)	3.2	3	-11	-0.5	0	105	2.2	-9	2	-2.3	9
C/C=C1\COC(C(=O)NCc2ccccc2)(C(F)(F)F)C=C1C=C1CCCCC1 (stereo unspecified)	1.6	-25	7	-2.1	4	102	0.8	-7	9	3.6	-21
Oc1ccc(-c2[nH]ncc2-c2ccc(Br)cc2)c(O)c1	x	-17	-5	x	8	x	4.1	-8	5	-2.1	10
CCOc1ccc(S(=O)(=O)N2CCCCC2)cc1NS(=O)(=O)c1cccs1	-1.6	6	-1	-1.6	7	99	1.8	1	-3	-2.6	11
CCc1ccc(C(=O)c2cc3ccc(O)cc3oc2=O)cc1	-2.2	-7	-10	0.5	-18	106	1.4	-4	2	-4.1	18
CCCCC(=O)Nc1ccc(C(=O)N(CC)c2ccccc2C)cc1	-0.8	3	-6	0.8	14	102	3.2	-3	-1	1.6	-8
CC(=O)c1c(C)[nH]c(C(=O)OCC(=O)c2ccc3c(c2)NC(=O)CO3)c1C	2.0	0	8	-0.1	x	98	-2.0	4	0	-2.4	10
Cc1ccc(C)c(OCC(=O)Nc2c(C)n(C)n(-c3ccccc3)c2=O)c1	3.2	-5	7	2.1	-8	106	4.3	9	-2	-1.0	4

Screens (PubChem)

Hits appear at their usual frequency. Share with any hit: about 3.2%.
